# Bioassay records as filed in PubChem BioAssay.
# PKM2 activator: PKM2 (human) enzyme activation | purified PKM2, Kinase-Glo ATP luminescence, activation; response scale: 0% is enzyme alone, no compound | Potency, µM (top dose mostly 57.5 µM), without a hit: top-dose activation, most hits filed as activators | P14618 | 260,000 compounds, 0.34% hits; also: potency is read from the fitted curve at half-maximal effect; % is scaled to controls: 0 for no effect and ±100 for the full control effect; nearly all actives have a fitted effect of over 55% in size
#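 Purified hPK-M2 (>95%) run at intermediate activity with 0.1 mM ADP and 0.5 mM PEP in 50 mM imidazole pH 7.2, KCl, MgCl2; 1 h room temperature. ATP formed read by Kinase-Glo luminescence; normalized to uninhibited and no-enzyme controls.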
# GALK inh: inhibitors of human galactokinase; Purified GALK, Kinase-Glo residual ATP luminescence; AID 1868; Potency, µM (series often up to 57.5 µM), without a hit: at the highest dose activity change, negative = inhibition, usual class: inhibitors; P51570; 270,000 compounds, 0.007% hits; also: potency is read from the fitted curve at half-maximal effect; % is scaled to controls: 0 for no effect and ±100 for the full control effect
#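 5 nM enzyme, 35 uM ATP, 100 uM galactose, 20 mM HEPES pH8.0, 5 mM MgCl2; 1 h RT; residual ATP by Kinase-Glo Plus luminescence, qHTS format.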
# Menin-MLL TR inh: inhibitors of human menin-MLL interaction, mutant MLL peptide; Menin + Texas Red MLL mutant peptide, fluorescence polarization; Potency, µM (series often up to 61.6 µM), for the others: top-dose FP activity change, negative = inhibition, most hits filed as inhibitors; O00255; 270,000 compounds, 0.23% hits; active = well fitted inhibition curve with a large enough effect in the polarisation, with a control signal flat, not every such curve was filed as active; inconclusive = small, poorly fitted or top-dose-only effect, or effect the other way, or a change in a side signal; inactive = no such curve, though single readings can be large or run the other way; the % refers to the polarisation; also: potency is read from the fitted curve at half-maximal effect; % of control where 0% means no effect; many of its hits are not listed in these tables
# Mito fusion yeast: mitochondrial division inhibition or fusion activation. S. cerevisiae fusion-defective mutant growth rescue, CellTiterGlo 48 h. Potency, µM (doses to about 46.1 µM), for the others: at the top dose growth rescue (activation), most hits filed as activators. 320,000 compounds, 0.23% hits. AID 485298;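 also: potency is read from the fitted curve at half-maximal effect; % of control where 0% means no effect; nearly all actives have a fitted effect of over 45% in size; temperature-sensitive fusion mutants such as fzo1-1 at 37 °C on non-fermentable ethanol glycerol medium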
#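 Temperature-sensitive fusion-defective S. cerevisiae (e.g. fzo1-1, mgm1-5) were grown with compound in YPEG medium (3% ethanol, 3% glycerol) for 48 hours at 37C. Growth rescue was measured as viability by CellTiterGlo luminescence after 10 minutes at ambient.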
# BCR signal inh: inhibitors of chronic active B-cell receptor signaling | ABC-DLBCL IkBa-CBG/CBR reporter, luminescence ratio, 4 h | Potency, µM (series often up to 46.1 µM), for the others: at the highest dose ratio change, negative = lower green/red ratio, usual class: inhibitors | 340,000 compounds, 0.05% hits | AID 493014; active = well fitted inhibition curve with a large enough effect in the signal ratio, with a control signal flat, not every such curve was filed as active; inconclusive = small, poorly fitted or top-dose-only effect, or effect the other way, or a change in a side signal; the % refers to the signal ratio;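 also: potency is read from the fitted curve at half-maximal effect; plate controls were basal doxycycline-induced cells for no effect and cells given 10 µM MG132 for full effect; MG132 reads +100%, hits lower the ratio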
#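 TMD8 human ABC-DLBCL cells with doxycycline-inducible IκBα–green luciferase fusion and unfused red luciferase, in 0.5% FBS medium; compounds up to 46 uM, 4 h at 37C. Green/red luminescence ratio, filter-overlap corrected, fitted to concentration-response curves.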
# ASM inhibitor: blocks human secretory acid sphingomyelinase | P17405 | placental ASM, HMU-PC fluorogenic substrate, 60 min | Potency, µM (series often up to 57.5 µM), inactives show at the top dose activity change, negative = inhibition, actives largely listed as inhibitors | 340,000 compounds, 0.006% hits; also: potency is read from the fitted curve at half-maximal effect
# Target sequence (P17405 47-631 limits assumed): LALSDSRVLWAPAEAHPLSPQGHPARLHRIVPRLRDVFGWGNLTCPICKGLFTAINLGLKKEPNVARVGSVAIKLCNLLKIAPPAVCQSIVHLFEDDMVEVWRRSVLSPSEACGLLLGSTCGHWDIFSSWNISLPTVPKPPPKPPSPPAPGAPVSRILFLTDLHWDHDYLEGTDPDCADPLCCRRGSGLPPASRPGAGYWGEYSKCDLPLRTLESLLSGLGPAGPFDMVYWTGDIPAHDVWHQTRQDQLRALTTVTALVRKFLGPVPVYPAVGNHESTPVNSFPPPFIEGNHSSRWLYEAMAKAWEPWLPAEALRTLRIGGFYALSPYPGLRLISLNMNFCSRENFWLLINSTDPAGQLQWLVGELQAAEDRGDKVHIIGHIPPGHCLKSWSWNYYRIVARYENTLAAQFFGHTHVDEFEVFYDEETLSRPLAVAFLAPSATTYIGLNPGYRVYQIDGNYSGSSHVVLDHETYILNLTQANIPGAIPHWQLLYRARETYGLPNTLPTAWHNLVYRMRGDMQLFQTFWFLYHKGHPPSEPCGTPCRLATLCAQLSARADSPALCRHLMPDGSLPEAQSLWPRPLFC
#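 HMU-PC0 cleavage (9 uM final) by human placental ASM, 60 min at 37 °C following 10 min compound exposure at RT; stopped at pH 10, fluorescence Ex 386/Em 447 nm.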
# KCNH2 WT inh: KCNH2 (human, wildtype) channel inhibition | Q12809 | U2OS, BacMam KCNH2, thallium flux FluxOr; hits give low values | activity change, % at 1.84 µM | 340,000 compounds, 0.37% hits | AID 720551;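 active = maximum activity change below -70%; inconclusive = maximum activity change between -70% and -50%; inactive = maximum activity change above -50%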; also: % is scaled to controls: 0 for no effect and ±100 for the full control effect
#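 U2OS cells transduced with wild-type KCNH2 virus are loaded with FluxOr dye for 45 min, and thallium flux is measured in kinetic reads before and after stimulation buffer. Rate constants are normalized to DMSO controls.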
# MBNL1-CUG inh: MBNL1-poly(CUG) RNA binding inhibition | TR-FRET MBNL1-His/biotin-(CUG)12 binding, 665/545 ratio | 280,000 compounds, 0.036% hits | Potency, µM (highest dose often 57.5 µM), without a hit: top-dose activity change, negative = inhibition, hits mostly inhibitors; active = well fitted inhibition curve with a large enough effect in the signal ratio, with a control signal flat, not every such curve was filed as active; inconclusive = small, poorly fitted or top-dose-only effect, or effect the other way, or a change in a side signal; inactive = no such curve, though single readings can be large or run the other way; the % refers to the signal ratio; also: potency is read from the fitted curve at half-maximal effect; % is scaled to controls: 0 for no effect and ±100 for the full control effect
# Target sequence (Q9NR56 whole entry, looked up): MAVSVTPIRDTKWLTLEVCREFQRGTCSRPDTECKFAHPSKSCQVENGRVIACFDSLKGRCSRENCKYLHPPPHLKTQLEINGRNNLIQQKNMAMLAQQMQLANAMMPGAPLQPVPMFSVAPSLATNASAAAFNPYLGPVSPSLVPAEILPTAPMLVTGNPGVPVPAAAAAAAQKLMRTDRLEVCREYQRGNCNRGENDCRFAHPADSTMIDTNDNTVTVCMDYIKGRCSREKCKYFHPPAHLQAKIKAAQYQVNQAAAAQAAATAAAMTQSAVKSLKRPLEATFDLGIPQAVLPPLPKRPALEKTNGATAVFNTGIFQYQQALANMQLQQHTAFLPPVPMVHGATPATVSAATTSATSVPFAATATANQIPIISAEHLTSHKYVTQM
#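 Ratiometric TR-FRET (665 over 545 nm, excitation 340 nm) tracks disruption of MBNL1-His/biotin-(CUG)12 complex after 60 min at room temperature, with compounds at 92 nM to 58 uM final.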
# TSHR antag: blocks TSH signaling through the human TSH receptor. P16473. TSHR-expressing cells, TSH-stimulated cAMP HTRF, 2 h; hits give low values. activity change, negative = inhibition, % at 11.5 µM. 330,000 compounds, 0.2% hits;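 active = activity change below a set negative limit, meaning inhibition stronger than a set level, cut at about -70% in these data; inconclusive = activity change between two set negative limits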; also: % is scaled to controls: 0 for no effect and ±100 for the full control effect
#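 Freshly harvested TSHR cells receive pin-tooled compound, then EC80 TSH at 4nM final. After 2 hours at 37 deg C, antibody in lysis buffer and cAMP-d2 are added; 30 minutes at ambient temperature precede the HTRF read.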
# Eya2 phos inh: blocks the phosphatase activity of human Eya2. O00167. recombinant Eya2, OMFP fluorescence dephosphorylation (OMFP is methylfluorescein phosphate). Potency, µM (doses to about 76.9 µM), without a hit: at the top dose activity, negative = inhibition, actives largely listed as inhibitors. 330,000 compounds, 0.006% hits. AID 488837; also: potency is read from the fitted curve at half-maximal effect; % is scaled to controls: 0 for no effect and ±100 for the full control effect
#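 Eya2 (0.2 uM) preincubated 10 min at ambient with compound, then OMFP substrate added at 50 uM; 10 min reaction in 50 mM HEPES pH 7.5, 50 mM NaCl, 5 uM MgCl2, 0.05% BSA, 1 mM DTT. Fluorescence read at Ex 485/Em 525 nm.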
# USP2a inh: USP2a (human) protease inhibition; AID 463254; 330,000 compounds, 0.01% hits; O75604; Potency, µM (top dose mostly 38.3 µM), without a hit: top-dose activity change, negative = inhibition, most hits filed as inhibitors; USP2 core, Ub-CHOP2 coupled fluorogenic reporter, 485/531;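 also: potency is read from the fitted curve at half-maximal effect; plate controls were DMSO wells for no effect and full inhibition by NEM control for full effect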
#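 Cell-free coupled assay: 10nM USP2 core preincubated 30min RT with compound in Tris-HCl pH 8.0/CaCl2/CHAPS buffer, then 25nM Ub-CHOP2 and 25nM reporter substrate; fluorescence (Ex 485/Em 531) read after 60min RT, normalized to NEM inhibition, concentration-response curves fitted.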
# An asterisk follows results filed as active; ? = inconclusive; . = not tested or not shown; [ ] = dose if it differs, or a comment. Unless noted, calls follow the shape of the dose curve; as a rule, active = well fitted curve in the direction sought with a large enough effect; inconclusive = small, poorly fitted or top-dose-only effect, or another doubt; inactive = no such curve, though single readings can be large; an effect the other way counts as inactive or inconclusive. This is a subset; rates above refer to the full screens.
SMILES,PKM2 activator,GALK inh,Menin-MLL TR inh,Mito fusion yeast,BCR signal inh,ASM inhibitor,KCNH2 WT inh,MBNL1-CUG inh,TSHR antag,Eya2 phos inh,USP2a inh
O=C(NCCS(=O)(=O)N1CCN(c2ccccc2F)CC1)c1ccc(F)c(F)c1,.,.,.,0%,-5%,-1%,4,.,-9,0%,1%
COCC(=O)NC1CCN(CC(=O)Nc2ccccc2[N+](=O)[O-])CC1,-1%,1%,-5%,2%,-3%,0%,2,?,-5,1%,-1%
CS(=O)(=O)c1ccc(Sc2nc3ccccc3[nH]2)c([N+](=O)[O-])c1,3%,-3%,?,-1%,?,-3%,0,?,13,1%,0%
COc1ccc(C(=O)c2c3ccccc3[n+]([O-])n2Cc2ccc(C(N)=O)cc2)cc1,.,.,.,-11%,-2%,-9%,-22,.,1,-3%,1%
Cc1ccccc1OCCC(=O)Nc1ccc(S(=O)(=O)N(C)C2CCN(C)CC2)cc1,.,.,.,-4%,?,.,15,.,10,-20%,1%
CC(=O)Nc1sc(C)c(C)c1C(=O)OC1CCOC1=O (configuration not stated),0%,-2%,-9%,-3%,5%,5%,-5,6%,-2,9%,-1%
COc1ccc(N2CCN(C(=O)CCc3ccc(S(=O)(=O)NC(C)(C)C)cc3)CC2)cc1,-3%,-2%,.,3%,-13%,2%,-3,-4%,9,18%,0%
COC(=O)c1c(C)[nH]c(C(=O)NCCc2ccc(S(N)(=O)=O)cc2)c1C,1%,12%,13%,-5%,11%,34%[activator],-2,-2%,5,5%,1%
COCCN1C=C(C(=O)OC)C(c2ccc3c(c2)OCO3)C(C(=O)OC)=C1,1%,-1%,-1%,0%,-1%,.,0,11%,0,1%,0%
CCC(=O)N(Cc1cc2cc(OC)ccc2[nH]c1=O)c1ccc(C)cc1,-4%,-6%,-12%,3%,-16%,22%,0,0%,-2,7%,2%
COc1cccc(-c2nc(CS(=O)(=O)CC(=O)NCCCc3ccccc3)c(C)o2)c1,-1%,6%,?,14%,-10%,8%,0,18%,-5,2%,0%
COc1ccc(C(=O)C2CCCN(C(=O)c3ccc(CSC)o3)C2)cc1F (configuration not stated),13%,-7%,.,4%,-1%,.,9,3%,-13,-10%,3%
Cc1ccc(S(=O)(=O)N2[C@@H](c3ccccc3F)C(C(=O)O)=CC[C@H]2c2cccc(Cl)c2)cc1,.,.,.,6%,0%,5%,0,.,-1,9%,-1%
O=C(COc1ncnc2sccc12)N1CCN(S(=O)(=O)c2ccc(Cl)cc2)CC1,-3%,-3%,24%,3%,?,0%,-5,7%,6,4%,-2%
O=C(N/N=C/c1cnc2ccccc2n1)c1cccc(F)c1,0%,1%,13%,-4%,?,-2%,-3,?,-4,-7%,-1%
O=C(Nc1cccc2ccccc12)c1ccc([N+](=O)[O-])s1,0%,-2%,?,15%,?,-12%,-2,?,-7,-5%,2%
Cc1ccc(C)c(NC(=S)N2CCCCC2CO)c1 (configuration not stated),-1%,0%,-6%,7%,5%,0%,-25,-3%,-12,13%,5%
CCN(CC)C(=O)c1nc[nH]c1C(=O)N1CCN(c2ccccc2)CC1,.,.,.,-1%,-2%,8%,.,.,6,-13%,0%
N#Cc1cccc(Cn2nnc(-c3ccccc3)n2)c1,5%,1%,10%,2%,?,0%,-2,8%,0,14%,-2%
COc1ccc(C(=O)Nc2nnc(CCc3ccccc3)s2)c(OC)c1,-10%,0%,-1%,-1%,?,-7%,1,-1%,-4,-12%,-10%
COc1ccc(C(C)(C)C)cc1NC(=O)CCCn1c(=O)oc2ccccc21,5%,-8%,1%,20%,?,-1%,15,8%,-3,-13%,1%
Cc1cc(=O)c(C(=O)O)cn1Nc1ccc(F)cc1,-9%,-1%,3%,-2%,3%,-2%,17,-6%,8,-22%,3%
Cc1onc(-c2c(Cl)cccc2Cl)c1C(=O)Nn1cnnc1,-2%,15%,-1%,1%,0%,3%,2,3%,-3,-8%,-1%
CO/N=C/C(C#N)=C/c1cc(C(=O)c2ccc(F)cc2)cn1C,3%,0%,-1%,4%,?,3%,6,-1%,14,-25%,6%
COc1ccc(CN2CCN(C(=O)c3ccco3)CC2)cc1,-14%,1%,3%,-1%,-1%,3%,7,-1%,-6,-6%[15.4 µM],-8%
O=C(NCc1cccs1)c1cc(S(=O)(=O)N2CCCCC2)ccc1Cl,-1%,1%,-11%,5%,0%,-1%,8,?,-8,-19%,0%
CN=C(C)C1=C(O)C(C(=O)OC)C(C)(C)CC1=O (configuration not stated),8%,0%,-1%,-3%,?,1%,1,-9%,1,-1%,-2%
CCCC(=NCC(=O)O)C1=C(O)C(C(=O)OC)C(C)(C)CC1=O (configuration not stated),-1%,-1%,12%,-1%,0%,1%,-4,-4%,9,5%,0%
Cc1ccc(C(=O)Nc2cccnc2Oc2ccc(Cl)cc2)cc1,9%,0%,.,7%,?,-11%,-5,.,1,-13%,-9%
Cc1ccc(/C=N/NC(=O)c2cc(-c3ccncc3)nc3ccccc23)o1,2%,-5%,1%,5%,?,-3%,14,?,-7,-18%,-1%
O=C(NCc1ccccc1)C1CCN(S(=O)(=O)c2ccc(N3CCCC3=O)cc2)CC1,.,-3%,.,-1%,-1%,5%,-7,-9%,-9,8%,4%
COc1ccc(C(=O)OCC(=O)NC2CCCC2)c(OC)c1OC,.,4%,-1%,0%,-3%,1%,10,8%,0,10%,-1%
COc1ccc(C(=O)NCc2ccc3c(c2)CCO3)cc1,1%,-1%,.,-6%,-14%,4%,-6,-21%,6,21%,0%
CCOC(=O)N1CCN(C(=O)CN2C(=O)COc3ccc(C)cc32)CC1,8%,-1%,0%,-3%,-7%,0%,7,-9%,1,-29%,1%
COc1ccccc1/C=C/C(=O)OCC(=O)NCc1ccco1,0%,-1%,-5%,1%,4%,1%,-15,-3%,21,-12%,2%
CC(C)n1nc(C(=O)OCC(=O)N(C)C2CCS(=O)(=O)C2)c2ccccc2c1=O (configuration not stated),2%,0%,8%,1%,-1%,6%,1,6%,-2,-7%,1%
CC1C=CCC2C(=O)N(c3cc(Cl)ccc3O)C(=O)C12 (configuration not stated),-4%,0%,-5%,-2%,?,2%,10,-8%,9,5%,2%
COC(CN(C)S(=O)(=O)c1cc2c3c(c1)CCC(=O)N3CCC2)OC,.,3%,0%,0%,0%,4%,-2,-3%,-2,-8%,0%
CC1Oc2ccccc2N(CC(=O)N2CCCCCC2)C1=O (configuration not stated),4%,8%,-13%,1%,-4%,0%,-2,2%,7,-13%,0%

# An excerpt from above in order of formula weight, largest number first:
SMILES,PKM2 activator,GALK inh,Menin-MLL TR inh,Mito fusion yeast,BCR signal inh,ASM inhibitor,KCNH2 WT inh,MBNL1-CUG inh,TSHR antag,Eya2 phos inh,USP2a inh
Cc1ccc(C(=O)Nc2cccnc2Oc2ccc(Cl)cc2)cc1,9%,0%,.,7%,?,-11%,-5,.,1,-13%,-9%
COc1ccc(C(=O)OCC(=O)NC2CCCC2)c(OC)c1OC,.,4%,-1%,0%,-3%,1%,10,8%,0,10%,-1%
CC1Oc2ccccc2N(CC(=O)N2CCCCCC2)C1=O (configuration not stated),4%,8%,-13%,1%,-4%,0%,-2,2%,7,-13%,0%
COc1ccc(C(=O)NCc2ccc3c(c2)CCO3)cc1,1%,-1%,.,-6%,-14%,4%,-6,-21%,6,21%,0%
